SIRT5 inh – SIRT5 desuccinylase inhibitors, primary screen, biochemical, fluorescence imaging, single point, set 5. inhibition, % at 15 µM. 330,000 compounds, 1.1% hits. Purified SirT5, succinyl-peptide AMC, trypsin-coupled fluorescence; in the data active = inhibition above about 15%; inconclusive = no clear call, values can overlap the other calls
Target sequence (Q9NXA8 whole entry, looked up): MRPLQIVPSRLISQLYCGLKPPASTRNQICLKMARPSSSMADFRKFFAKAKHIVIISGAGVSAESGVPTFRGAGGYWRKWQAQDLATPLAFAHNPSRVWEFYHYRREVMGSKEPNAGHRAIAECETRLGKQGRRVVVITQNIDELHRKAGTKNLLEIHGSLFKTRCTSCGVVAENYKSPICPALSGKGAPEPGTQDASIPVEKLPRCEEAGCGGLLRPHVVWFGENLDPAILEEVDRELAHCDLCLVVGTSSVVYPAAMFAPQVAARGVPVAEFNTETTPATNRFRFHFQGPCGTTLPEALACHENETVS
E-sel inducer – E-selectin induction in HUVECs, primary screen, imaging, HUVEC, immunofluorescence imaging, single point | 260,000 compounds, 0.37% hits | normalized: neutral wells 0, TNF-alpha wells 100 | AID 686992, 2013 | P16581 | activation, % at 7.58 µM;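 active = mean E-selectin-positive cell signal at least 10% of the positive control, reached in at least 60% of replicates, without over 20% cell loss; inconclusive = no rule given, readout overlaps actives, possibly toxicity-flagged; inactive = the rest, including those meeting only one limit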;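 note: in these data hits start at about 27%; measured in HUVEC primary endothelial cells; signal is the percent of cells scored E-selectin positive by PE staining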
Target sequence (P16581 whole entry, looked up): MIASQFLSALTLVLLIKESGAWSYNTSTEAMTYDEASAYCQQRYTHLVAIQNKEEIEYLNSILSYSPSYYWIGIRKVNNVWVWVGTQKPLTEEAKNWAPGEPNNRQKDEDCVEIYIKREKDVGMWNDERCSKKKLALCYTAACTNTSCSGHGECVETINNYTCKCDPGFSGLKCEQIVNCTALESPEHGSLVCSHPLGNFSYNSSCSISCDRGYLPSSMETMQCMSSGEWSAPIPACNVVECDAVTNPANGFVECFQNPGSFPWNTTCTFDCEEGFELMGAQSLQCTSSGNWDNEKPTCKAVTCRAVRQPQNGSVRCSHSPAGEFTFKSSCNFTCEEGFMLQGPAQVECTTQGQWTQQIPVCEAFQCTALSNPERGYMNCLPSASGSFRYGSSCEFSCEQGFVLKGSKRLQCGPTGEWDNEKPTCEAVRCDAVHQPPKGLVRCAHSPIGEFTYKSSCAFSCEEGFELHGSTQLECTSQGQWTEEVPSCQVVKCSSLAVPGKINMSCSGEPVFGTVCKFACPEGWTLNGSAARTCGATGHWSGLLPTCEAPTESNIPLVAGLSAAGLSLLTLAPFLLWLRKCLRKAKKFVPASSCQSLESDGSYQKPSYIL
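System: HUVEC / Compound: single concentration / Signal: immunofluorescence imaging / Read-out: percent E-selectin-positive cells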
PglD inh – C. jejuni PglD acetyltransferase inhibitors, primary screen, biochemical, DTNB colorimetric, single point; purified PglD enzyme, DTNB colorimetric CoA detection; inhibition, % at 12.5 µM; 360,000 compounds, 0.098% hits; in the data active = inhibition above about 16%, passing the limit was not always enough; inconclusive = no clear call, values can overlap the other calls; note: strong numbers were not always called active
ERp5 block – inhibitors of ERp5-driven insulin aggregation, primary screen, biochemical, turbidity, absorbance 650 nm, single point; 90 min; 350,000 compounds, 0.05% hits; AID 651711, 2012; Protein disulfide-isomerase A6 (Homo sapiens), Q15084; inhibition, % at 9.99 µM;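 active = mean replicate inhibition above about 25%, with every replicate also reaching it, limit read from the data, passing the limit was not always enough; inconclusive = only one of those two criteria met; inactive = neither criterion met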
DENV2 CPE rescue – inhibitors of DENV2 cytopathic effect, primary screen, cell-based, plate reader, single concentration; 350,000 compounds, 1.7% hits; DENV2-infected cells, cytopathic effect rescue; CPE inhibition, % at 9.99 µM; in the data active = CPE inhibition above about 20%, passing the limit was not always enough; inconclusive = no clear call, values can overlap the other calls; tested in BHK-21 cells;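 note: 0% = median of neutral control wells and 100% = median of positive control wells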
C2C12 statin – suppressors of statin myotoxicity in C2C12 myotubes, primary screen, cell-based, single point, plate reader; C2C12 myotubes + simvastatin, ATP luminescence, 48 h; scaled: DMSO 0, geranylgeraniol control 100; rescue of ATP level, % at 7.49 µM; 330,000 compounds, 0.78% hits;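 active = mean ATP rescue above about 67%, or every replicate alone reaching that limit, limit read from the data, passing the limit was not always enough; inconclusive = no clear call, values can overlap the other calls; inactive = mean under the limit and some replicate under it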;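 note: myotubes were challenged with 10 µM simvastatin during compound exposure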
S100A4 inh HTS – inhibitors of S100A4-myosin IIA peptide binding, primary screen, biochemical, fluorescence polarization, TAMRA-MyoIIA peptide; inhibition, % at 10.7 µM; 360,000 compounds, 0.14% hits; AID 652163, 2013;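 active = mean inhibition of at least 70% across replicates, with every replicate also reaching that level; inconclusive = mean inhibition reaches 70% but some replicates fall short; inactive = mean inhibition below 70%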
Target sequence (P26447 whole entry, looked up): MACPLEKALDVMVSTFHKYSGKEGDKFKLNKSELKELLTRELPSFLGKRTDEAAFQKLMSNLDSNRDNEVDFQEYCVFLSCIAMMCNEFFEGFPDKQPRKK
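incubation = readout 5 min after mixing, signal stable up to 60 min | system = S100A4 monomer protein | buffer or medium = HEPES pH 7.2 with CaCl2, KCl, NaCl, DTT, Triton | benchmarks = neutral control DMSO, positive control TFP | also added = fluorescent myosin IIA peptide, 5 nM | compound dosing = one concentration per compound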
Numbers without * were called inactive; ? = inconclusive; nt = no result given.

SMILES	SIRT5 inh	E-sel inducer	PglD inh	ERp5 block	DENV2 CPE rescue	C2C12 statin	S100A4 inh HTS
C[C@@H]1CN([C@@H](C)CO)C(=O)c2cc(-c3ccc(C(=O)N(C)C)cc3)cnc2O[C@H]1CN(C)C(=O)C1CC1	-1	0.1	2	-5	-5	1	-1
CCNC(=O)C1CCCN(C(=O)c2ccc3ccccc3c2)CC1 (centres undefined)	nt	-0.1	-1	-8	6	-7	-7
CCCCN(CC)CCCNC(=S)Nc1ccc2nc(N3CCN(CC)CC3)cc(C)c2c1	4	nt	-10	-4	2	-24	-20
CO[C@@H]1CN(C)C(=O)c2cc(NC(C)=O)ccc2OC[C@@H](C)N(C(=O)NC2CCCCC2)C[C@H]1C	13	-0.2	-2	12	-11	6	-17
Cc1cc2c(c(=O)o1)[C@@]1(C(=O)N(C)c3c(Br)cccc31)C1=C(CCCC1=O)O2	nt	0.8	nt	-1	-3	nt	-2
CCCN(C)C[C@@H]1Oc2cc(C#Cc3ccc(F)cc3)ccc2S(=O)(=O)N([C@H](C)CO)C[C@H]1C	13	0.3	1	0	-7	-16	-10
CN1C(=O)c2cc(NC(=O)Nc3ccccc3Cl)ccc2OC[C@H]2O[C@H](CC(=O)NCCCN3CCOCC3)CC[C@H]21	-4	0.1	-1	6	-5	7	4
COC(C[C@H]1O[C@H]1[C@H](O)[C@@H](C)OCc1ccccc1)OC	2	-0.2	1	0	6	-2	-1
CCOc1cc(/C=C2\SC(=N)N(c3nccs3)C2=O)ccc1OCCN1CCOCC1	3	0.0	-9	3	11	nt	-6
CCS(=O)(=O)N1CCN=C1SCc1ccccc1	-2	0.2	2	2	-4	-5	-1
COc1ccc(C(C)C)cc1-c1cncc(NC(C)=O)n1	-3	5.6	0	1	4	13	-1
O=C(c1cccnc1)N1CC[C@@H]2[C@H](CO)Nc3ccc(-c4ccccc4)cc3[C@@H]21	2	0.8	1	-1	9	-4	10
CN1c2ccc(C=O)c3c(C=O)ccc(c23)N(C)C1(C)C	-2	1.3	2	0	0	-31	24
C[C@H](CO)N1C[C@H](C)[C@@H](CN(C)CC2CC2)Oc2c(NC(=O)Nc3ccc4c(c3)OCO4)cccc2C1=O	2	0.0	nt	nt	-5	nt	4
CCN(C(=O)c1ccncc1)c1c(N)n(Cc2ccccc2)c(=O)[nH]c1=O	2	0.8	0	2	-4	5	-1
COc1ccc(CCn2c(C)cc(C(=O)COC(=O)c3ccc(O)cc3O)c2C)cc1	-1	nt	nt	1	5	nt	0
CO[C@@H]1CN(C)C(=O)c2ccc(NC(=O)Nc3ccccc3)cc2OC[C@H](C)N(C(=O)CC2CC2)C[C@@H]1C	6	0.3	6	8	-6	-10	-20
COc1ccc(NC(=O)c2ccc(Br)o2)cc1	nt	nt	0	9	?	nt	-4
O=C(Nc1cccc(F)c1)C1CCCN(S(=O)(=O)c2ccc(-n3cnnn3)cc2)C1 (centres undefined)	-4	nt	4	0	1	-5	-1
CCOP(=O)(OCC)C(NC(=O)Nc1ccccc1)c1ccccc1 (centres undefined)	0	nt	-3	7	nt	nt	-1
Cc1ccc(CC(=O)Nc2ccc(Cl)cn2)cc1	0	nt	-3	2	3	6	-3
O=C(O)C(SC(C(=O)O)c1ccccc1)c1ccccc1 (centres undefined)	1	-0.5	nt	3	2	nt	-2
COc1ccc(Br)c(C=O)c1OS(=O)(=O)c1ccc(C)cc1	nt	0.2	nt	-2	?	nt	-9
C[C@H](CO)N1C[C@H](C)[C@H](CN(C)S(=O)(=O)c2ccc(F)cc2)Oc2c(NC(=O)CCCCCC(=O)Nc3ccccc3N)cccc2C1=O	nt	-0.4	nt	4	-8	nt	-9

Part of the list above in a different format:
CCNC(=O)C1CCCN(C(=O)c2ccc3ccccc3c2)CC1 (centres undefined)
  SIRT5 inh = nt	E-sel inducer = -0.1	PglD inh = -1	ERp5 block = -8	DENV2 CPE rescue = 6	C2C12 statin = -7	S100A4 inh HTS = -7
CCCCN(CC)CCCNC(=S)Nc1ccc2nc(N3CCN(CC)CC3)cc(C)c2c1
  SIRT5 inh = 4	E-sel inducer = nt	PglD inh = -10	ERp5 block = -4	DENV2 CPE rescue = 2	C2C12 statin = -24	S100A4 inh HTS = -20

Next results:
SMILES	SIRT5 inh	E-sel inducer	PglD inh	ERp5 block	DENV2 CPE rescue	C2C12 statin	S100A4 inh HTS
C[C@@H]1CN([C@H](C)CO)C(=O)c2cccc(NC(=O)C3CCOCC3)c2O[C@@H]1CN(C)C(=O)Nc1ccc(C(F)(F)F)cc1	0	-0.1	1	3	-4	9	-5
COc1ccc2c3c([nH]c2c1)[C@H](CO)N(C(C)=O)CC31CCN(S(=O)(=O)c2cccs2)CC1	nt	-0.5	nt	15	-3	nt	7
C[C@@H](O)C#Cc1ccc([C@@H]2[C@H](CO)N3CCCCN(C(=O)Nc4ccccc4)C[C@@H]23)cc1	3	1.1	0	3	?	-10	-106
COc1cc(CNc2ncnc3c2ncn3[C@H]2CN(Cc3cc(OC)c(OC)c(OC)c3)C[C@@H](CO)O2)cc(OC)c1OC	nt	-0.3	5	-3	-16	5	-3
C/C=C/c1ccc([C@H]2[C@H]3CN(Cc4ccc(C(=O)OC)cc4)CC(=O)N3[C@H]2CO)cc1	1	-0.1	nt	-1	2	nt	11
OCCn1nc(-c2ccccc2)cc1-c1ccccc1	-1	0.2	6	0	-10	8	-4
CNC(=O)C[C@@H]1CC[C@@H]2[C@H](COc3ccc(NC(=O)Nc4cccc(Cl)c4)cc3C(=O)N2C)O1	-3	0.9	2	-1	1	2	6
COc1ccc(OC)c(S(=O)(=O)NCC(c2ccc3c(c2)OCO3)N2CCOCC2)c1 (centres undefined)	-1	0.1	2	-3	2	-12	-1
COc1ccc(NC(=O)Nc2ccc3c(c2)C(=O)N([C@@H](C)CO)C[C@H](C)[C@@H](CN(C)C(=O)Nc2ccccc2)OCCCC[C@H](C)O3)cc1	14	nt	-1	5	1	-1	-7
O=C(O)C(c1ccccc1)C1(O)CCC1 (centres undefined)	nt	0.8	-13	5	4	-4	-4
O=C(COC(=O)c1c(Cl)cccc1Cl)NCC1CCCO1 (centres undefined)	-2	-0.1	-2	4	?	-1	4
Cc1ccccc1NC(=O)N1CCN(C/C=C/c2ccccc2)CC1	1	nt	-5	0	4	-4	-1

One compound at a time (already shown). Values in the order: SIRT5 inh	E-sel inducer	PglD inh	ERp5 block	DENV2 CPE rescue	C2C12 statin	S100A4 inh HTS
Shown for `O=C(O)C(c1ccccc1)C1(O)CCC1` (centres undefined) : nt	0.8	-13	5	4	-4	-4
Shown for `COc1cc(CNc2ncnc3c2ncn3[C@H]2CN(Cc3cc(OC)c(OC)c(OC)c3)C[C@@H](CO)O2)cc(OC)c1OC` : nt	-0.3	5	-3	-16	5	-3

Remaining list, next part
SMILES	SIRT5 inh	E-sel inducer	PglD inh	ERp5 block	DENV2 CPE rescue	C2C12 statin	S100A4 inh HTS
Cc1ccccc1NC(=O)Cc1cccs1	0	nt	2	-2	4	22	-1
Brc1ccccc1-n1nnc(-c2ccnc3ccccc23)n1	nt	0.4	-3	1	-10	-29	-1
Cc1ccc(NN=C2C(=O)OC(C)(C)OC2=O)c(C)c1	1	0.2	-16	3	-6	nt	4
COc1ccc(S(=O)(=O)N(C)C[C@H]2Oc3ccc(NS(=O)(=O)c4cccs4)cc3CC(=O)N([C@@H](C)CO)C[C@H]2C)cc1	-2	-0.5	4	1	-9	1	18
CN(Cc1ccccn1)C(=O)C1CCC(=O)N(CCc2ccc(Cl)cc2)C1 (centres undefined)	-2	nt	2	2	-7	-6	-2
C[C@H](CO)N1C[C@H](C)[C@@H](CN(C)S(=O)(=O)c2cn(C)cn2)Oc2cc(C3=CCCCC3)ccc2S1(=O)=O	6	-0.3	6	0	-1	-9	-4
N#C[C@H]1[C@@H](c2ccc(C3=CCCC3)cc2)[C@@H](CO)N1C(=O)C1CCC1	-4	0.7	-2	0	6	-36	-14
CCOC(=O)CNC(=O)c1ccc(Br)s1	4	nt	-5	1	-8	-7	-4
O=C(CSc1ccc(-c2ccccn2)nn1)c1ccc(F)cc1	-6	8.8	6	-8	1	nt	-13
S=C(NCCCN1CCOCC1)Nc1cccc(-c2nnc3n2CCCCC3)c1	16*	1.1	nt	12	2	nt	-1
O=C(c1ccc(C(F)(F)F)cc1)N1CCN(c2ccc(N3CCOCC3)nn2)CC1	2	-0.1	2	0	0	-7	-4
CC(C(=O)O)n1ncc2ccccc2c1=O (centres undefined)	4	nt	4	0	-1	nt	14
Cc1cc(C)n(-c2nnc3c4ccccc4n(C)c3n2)n1	-10	nt	1	nt	1	nt	0
CCCCN(C)Cc1c(C)[nH]c2ccccc2c1=O	0	4.8	nt	-3	-2	nt	-5
C[C@@H]1CN([C@H](C)CO)S(=O)(=O)c2ccc(-c3ccccc3)cc2O[C@@H]1CN(C)Cc1cccc(F)c1	2	-0.1	-1	0	8	-39	2
CC1(C)Cc2cccc(OCC(=O)OCc3nnc(-c4ccc([N+](=O)[O-])cc4)o3)c2O1	2	nt	5	-1	1	1	4
COc1ccc(-c2noc(CNS(=O)(=O)c3ccc(NC(C)=O)cc3)n2)cc1OC	-2	-0.8	1	-5	1	2	-1
COc1ccc(NC(=O)Cc2ccsc2)cc1S(=O)(=O)N1CCCCC1	-3	-0.1	3	0	-6	5	-6
C[C@@H]1CCCCO[C@@H](CN(C)Cc2ccc3c(c2)OCO3)[C@H](C)CN([C@@H](C)CO)C(=O)c2cc(NC(=O)CCCN(C)C)ccc2O1	0	-0.2	26	4	-4	-10	-16
C[C@H](CO)N1C[C@H](C)[C@@H](CN(C)S(=O)(=O)c2cn(C)cn2)OCCCC[C@H](C)Oc2ccc(NC(=O)Nc3ccc4c(c3)OCO4)cc2C1=O	-6	0.3	-4	-3	-1	nt	-1
COc1ccc(C2=NCCn3nc4ccccc4c32)cc1	nt	nt	-4	-2	-9	-4	-1
CCNC(=O)C1(C)CCCN(C(=O)c2nc(C)oc2C)C1 (centres undefined)	nt	-0.1	1	6	-7	-4	2
Cc1onc(NC(=O)CSCC(=O)O)c1Br	-4	nt	7	5	6	nt	-2
Cc1ccc(S(=O)(=O)Nc2cccc3c2O[C@H](CN(C)Cc2ccc4c(c2)OCO4)[C@H](C)CN([C@H](C)CO)C3=O)cc1	-4	-0.1	0	-3	-2	-2	-25
Cc1ccc(CN2CCN(/N=C/c3ccc(O)c(O)c3)CC2)cc1	3	nt	3	4	4	22	-4
C[C@H](CO)N1C[C@H](C)[C@H](CN(C)C)Oc2ccc(NC(=O)Cc3ccccc3)cc2C1=O	-2	nt	5	4	1	17	-1
C[C@H](CO)N1C[C@H](C)[C@@H](CN(C)S(=O)(=O)c2ccccc2)Oc2ccc(NC(=O)Nc3cccc4ccccc34)cc2CC1=O	2	0.5	10	0	-5	20	11
O=C(C[C@@H]1CC[C@H]2[C@@H](COC[C@@H](O)CN2Cc2cccc(C(F)(F)F)c2)O1)NCc1ccncc1	-1	0.0	-1	4	14	34	4
CN(c1ccc(F)cc1)S(=O)(=O)c1ccc(Cl)c(C(=O)NCC(c2ccco2)N2CCCCC2)c1 (centres undefined)	5	-0.6	6	4	-5	-24	-6
CC(=O)Nc1nc(C)c(-c2nc3ccc([N+](=O)[O-])cc3[nH]2)s1	-5	1.3	-2	0	-5	-10	-14
CC(NC(=O)/C(=C/c1ccc(OC(F)F)cc1)c1ccccc1)c1ccccc1 (centres undefined)	0	nt	nt	0	16	nt	3
C[C@H]1CN([C@@H](C)CO)C(=O)c2cc(NC(=O)Nc3ccc4c(c3)OCO4)ccc2O[C@H]1CN(C)C(=O)Nc1cccc2ccccc12	11	-2.1	0	4	-7	-9	11
COC(=O)c1cn(-c2ccccc2)c(=O)c2ccccc12	1	nt	-1	2	-1	-1	6

Assay outcomes (PubChem BioAssay)

This is a subset, so the mix of outcomes need not match the whole.
